TPT1 inh = Candida albicans TPT1 enzyme inhibitors, primary screen, biochemical, fluorescence polarization. recombinant caTPT1, FP RNA substrate dephosphorylation. hit rate 0.81% among 300,000. inhibition, % at 5 µM;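 active means inhibition above the mean of all tested compounds plus 3 SD, set per screening campaign, cut at about 24% in these data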;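 further: plate controls were DMSO alone for no effect and ferristatin control at 100 nM for full effect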
JMJD2C inh = inhibitors of GASC-1 histone demethylase, primary screen, biochemical, fluorescence, DELFIA europium; Lysine-specific demethylase 4C (Homo sapiens), Q9H3R0; GST-JMJD2C(1-420) H3K9me3 demethylation; hit rate 0.069% among 330,000; inhibition, % at 2.35 µM;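 active means more than half of a compound's replicate wells show inhibition beyond 50%, single wells judged on their own value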;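 further: signal counts dimethyl H3K9 product captured on neutravidin plate; 0% = median of DMSO wells and 100% = 0.3 times that DMSO median; strong numbers were not always called active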
Target sequence (Q9H3R0 1-420 limits assumed): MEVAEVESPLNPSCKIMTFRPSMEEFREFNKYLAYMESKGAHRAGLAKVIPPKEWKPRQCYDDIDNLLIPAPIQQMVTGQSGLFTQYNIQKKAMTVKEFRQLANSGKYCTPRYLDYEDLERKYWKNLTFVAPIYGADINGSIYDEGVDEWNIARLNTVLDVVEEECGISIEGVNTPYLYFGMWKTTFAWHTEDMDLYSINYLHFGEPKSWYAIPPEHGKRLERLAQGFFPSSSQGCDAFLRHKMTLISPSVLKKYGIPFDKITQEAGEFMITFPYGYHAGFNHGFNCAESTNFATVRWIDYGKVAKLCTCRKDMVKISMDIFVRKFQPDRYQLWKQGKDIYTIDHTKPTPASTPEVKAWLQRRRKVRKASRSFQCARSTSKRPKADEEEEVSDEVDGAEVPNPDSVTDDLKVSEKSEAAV
PP5 primary = PP5 phosphatase inhibitors, primary screen, biochemical, fluorescence | inhibition, % at 6.7 µM | purified PP5c, OMFP substrate fluorescence | AID 1987, 2009 | hit rate 0.18% among 320,000 | Serine/threonine-protein phosphatase 5 (Homo sapiens), P53041;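 active means inhibition above the campaign's mean inhibition across all tested compounds plus 3 SD, cut at about 9.5% in these data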;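 further: 0% = DMSO only and 100% = 100 µM cantharidin control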
PP1 counter = PP1-alpha phosphatase inhibitors, primary screen, counter-screen for PP5 inhibitor project, biochemical, fluorescence, OMFP substrate, single point. hit rate 0.9% among 320,000. Serine/threonine-protein phosphatase PP1-alpha catalytic subunit (Homo sapiens), P62136. purified PP1alpha. inhibition, % at 6.7 µM. AID 2235, 2010;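 active means inhibition above the mean inhibition of all tested compounds plus 3 SD, computed separately for each screening campaign, cut at about 15% in these data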
Target sequence (P62136 whole entry, looked up): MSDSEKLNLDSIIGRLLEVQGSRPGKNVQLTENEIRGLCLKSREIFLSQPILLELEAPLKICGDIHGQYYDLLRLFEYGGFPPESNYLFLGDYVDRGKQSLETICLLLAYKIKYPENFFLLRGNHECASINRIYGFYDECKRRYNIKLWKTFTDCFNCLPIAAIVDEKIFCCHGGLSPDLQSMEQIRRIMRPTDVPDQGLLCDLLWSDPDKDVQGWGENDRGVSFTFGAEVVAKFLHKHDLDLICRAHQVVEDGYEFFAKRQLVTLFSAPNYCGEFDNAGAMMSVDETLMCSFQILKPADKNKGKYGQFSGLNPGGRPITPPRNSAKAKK
CR mimetic SO = reduction of superoxide in aged yeast, primary screen, HTS; S. cerevisiae aged cells, superoxide DHE fluorescence; active compounds read low; superoxide response (% of plate mean), % at 10 µM; hit rate 0.18% among 330,000; AID 2690, 2010;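 active means superoxide response under a set limit, about three screen SD below normal, cut at about 65% in these data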;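 further: yeast aged for seven days with compound at 30 °C before DHE staining; 100% = average MFI of all compound-treated wells on the plate with controls excluded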
HCV core dimer = inhibitors of HCV core protein dimerization, primary screen, biochemical, TR-FRET, high-throughput | inhibition, % at 5 µM | hit rate 0.33% among 300,000 | TR-FRET GST/Flag-core106 dimerization, 1536-well;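 active means inhibition above the mean of all tested compounds plus 3 SD, set per screening campaign, cut at about 45% in these data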
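Material: GST/Flag-tagged HCV core106 proteins. Incubation: 4 h, 22.5 °C incubation. Read-out basis: inhibition (%) from 671 over 617 nm ratio. Measured by: TR-FRET, excitation 340 nm, emission 617 and 671 nm.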
ZTA counter = blocks Epstein-Barr virus ZTA, an EBNA-1 counter-screen. ZTA-DNA binding, fluorescence polarization. P03206. inhibition, % at 11 µM. AID 2234. hit rate 0.15% among 320,000; in the data active means inhibition above about 33%
CTSL1 counter = Fasciola hepatica cathepsin L1 inhibitors, primary screen, counter-screen for PFM18AAP inhibitor project, biochemical, QFRET, fluorogenic peptide substrate | inhibition, % at 5.96 µM | recombinant F. hepatica cathepsin L1, Z-Leu-Arg-MCA fluorescence | hit rate 0.49% among 300,000;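 active means inhibition above the mean of all tested compounds plus 3 SD, set per screening campaign, cut at about 17% in these data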;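 further: 0% = plate median of test compound wells and 100% = 1 µM Z-Phe-Ala-diazomethylketone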
EBNA-1 inhibitor = EBNA-1 DNA-binding inhibitors, primary screen, biochemical, fluorescence polarization; inhibition, % at 14.8 µM; hit rate 0.34% among 300,000; AID 1950, 2009; in the data active means inhibition above about 28%
An asterisk follows results filed as active; i = inactive; x = not tested or not shown.

Start of the data: the first six records, ahead of the listing:
SMILES	TPT1 inh	JMJD2C inh	PP5 primary	PP1 counter	CR mimetic SO	HCV core dimer	ZTA counter	CTSL1 counter	EBNA-1 inhibitor
NC(=O)c1ccc(-c2nnn(CC(=O)Nc3cccc(S(=O)(=O)N4CCCC4)c3)n2)cc1	x	1	1.4	-1	104	x	-28	x	x
O=C1CCN(S(=O)(=O)c2ccccc2)CCN1CCOCc1ccc(F)cc1	0	36	3.6	-3	103	1	-5	-1	-3
O=C(CSc1ccc2nnc(CCNC(=O)c3ccc(F)cc3)n2n1)NCc1ccco1	0	2	-4.8	-14	95	6	4	-3	-4
CC1CCc2nn(CC(=O)Nc3ccc(F)cc3F)cc2C1 (configuration not stated)	0	18	0.9	1	93	1	15	-3	4
CC(C)CN1C(=O)/C(=C(/C#N)C(=O)NC2CCCCC2)c2ccccc21	1	-2	1.5	0	92	4	-3	3	5
Cc1ccccc1-n1ncc2c1CC(C)(C)CC2NC(=O)CN1CCCC1=O (configuration not stated)	-2	2	0.6	-4	109	-3	-4	1	5

The whole of this part, previewed entries included:
SMILES	TPT1 inh	JMJD2C inh	PP5 primary	PP1 counter	CR mimetic SO	HCV core dimer	ZTA counter	CTSL1 counter	EBNA-1 inhibitor
NC(=O)c1ccc(-c2nnn(CC(=O)Nc3cccc(S(=O)(=O)N4CCCC4)c3)n2)cc1	x	1	1.4	-1	104	x	-28	x	x
O=C1CCN(S(=O)(=O)c2ccccc2)CCN1CCOCc1ccc(F)cc1	0	36	3.6	-3	103	1	-5	-1	-3
O=C(CSc1ccc2nnc(CCNC(=O)c3ccc(F)cc3)n2n1)NCc1ccco1	0	2	-4.8	-14	95	6	4	-3	-4
CC1CCc2nn(CC(=O)Nc3ccc(F)cc3F)cc2C1 (configuration not stated)	0	18	0.9	1	93	1	15	-3	4
CC(C)CN1C(=O)/C(=C(/C#N)C(=O)NC2CCCCC2)c2ccccc21	1	-2	1.5	0	92	4	-3	3	5
Cc1ccccc1-n1ncc2c1CC(C)(C)CC2NC(=O)CN1CCCC1=O (configuration not stated)	-2	2	0.6	-4	109	-3	-4	1	5
COc1cccc(NC(=O)Nc2cccc(C)n2)c1	6	7	-0.9	-3	94	-9	-1	3	-11
COc1cccc(OCCOc2ccccc2OC(C)C)c1	2	1	5.3	1	94	0	-10	3	-6
COc1ccc(CNc2nc(NCc3ccc(OC)cc3)c3[nH]cnc3n2)cc1	-2	7	3.4	18*	104	-8	-7	-2	39*
Cc1cccc(C(=O)Nc2nnc(S(=O)(=O)N3CCC(C)CC3)s2)c1	-4	1	-1.2	0	126	-20	22	1	7
CC(C)c1onc(C(=O)NC2CCCCC2)c1[N+](=O)[O-]	-2	0	2.9	1	97	-9	-6	11	-11
CC(C)(C)CC(=O)Nc1nn[nH]n1	27*	-1	3.6	3	107	-4	5	0	-10
COc1cc(OC)cc(-c2nnc(N(C)C(=O)c3ccncc3)s2)c1	0	-8	-0.6	-2	98	-2	2	5	0
Cc1ccc(NC(=O)C2CC(=O)NC(N3CCc4ccccc43)=N2)cc1 (configuration not stated)	1	9	0.4	-2	96	3	10	-3	-9
Cc1ccccc1N1CC(C(=O)N2CCCCCC2)CC1=O (configuration not stated)	0	40	1.5	0	102	-2	11	-3	6

The closing 2 records of the part above are carried over, then new ones follow.
SMILES	TPT1 inh	JMJD2C inh	PP5 primary	PP1 counter	CR mimetic SO	HCV core dimer	ZTA counter	CTSL1 counter	EBNA-1 inhibitor
Cc1ccc(NC(=O)C2CC(=O)NC(N3CCc4ccccc43)=N2)cc1 (configuration not stated)	1	9	0.4	-2	96	3	10	-3	-9
Cc1ccccc1N1CC(C(=O)N2CCCCCC2)CC1=O (configuration not stated)	0	40	1.5	0	102	-2	11	-3	6
O=[N+]([O-])c1ccc(Cl)cc1NCCCN1CCOCC1	-3	2	1.5	-2	100	-3	-6	-1	5
Cc1cc2c(OCC(O)CN3CCCC3)cccc2[nH]1 (configuration not stated)	2	-11	2.0	-2	117	-4	-7	0	-2
CCOc1cccc(C(=O)Nc2cccc(-c3nnc(-c4ccccc4)o3)c2)c1	-1	-2	-0.3	4	102	16	3	3	9
CCCC(=O)Nc1ccc(NC(=O)Cc2ccccc2)cn1	-7	i	-1.3	-2	104	0	11	-4	2
Cn1c(CNC(=O)OC(C)(C)C)n[nH]c1=S	1	-8	-0.9	-4	94	-3	-3	-1	3
Cc1c(O)c(C)c2c(c1O)C(=O)C[C@@H](c1ccccc1)O2	x	2	0.2	-1	91	x	3	x	x
COc1ccc2[nH]c(C(=O)N3CCCN(Cc4ccc(F)cc4)CC3)cc2c1	-2	17	1.1	0	94	0	0	0	3
Cc1c(C#N)c2ccccc2n1CC(=O)N1CCCC1	3	-28	-0.5	-1	99	1	4	-2	10
COc1cccc(-c2c(-c3cc(OC)cc(OC)c3)n(C)c3ccc(-c4cnc(OC)nc4)cc23)c1	x	-4	-0.5	-1	94	x	-3	x	x
CC1C(Br)C(=O)NC(=O)N1Cc1ccccc1 (configuration not stated)	2	4	-1.1	1	109	1	-9	-10	-16
CC1(C)OC(=O)N(c2ccccc2)C12C=Cc1c(ccc3ccccc13)O2 (configuration not stated)	-1	3	7.4	0	94	26	-19	3	-12
CCOC(=O)Nc1nc(C)c(C(=O)N(C)C)s1	-6	-8	-0.4	-3	102	-3	2	1	2
Cc1cccc(C)c1NC(=O)CCS(=O)(=O)c1cccc2nonc12	0	0	2.1	7	106	-11	-16	2	1
O=C(CSc1ncn[nH]1)Nc1nc(-c2cccc([N+](=O)[O-])c2)cs1	-2	-9	0.5	1	96	5	-14	6	-4
O=C(Nc1ccccc1)N1CCN(C2c3ccccc3-c3ccccc32)CC1	1	-18	1.7	0	109	8	-1	0	1
Cc1cc(C(=O)Nc2nnc(C(F)(F)F)s2)cs1	-4	0	0.2	-5	107	-4	-1	-1	1
CCOC(=O)C1CCCN(C(=O)Cn2nc(C)c3c(C)n(-c4ccccc4)nc3c2=O)C1 (configuration not stated)	-1	5	0.5	0	104	-8	-1	2	3
COc1ccc(-c2noc(CCC(=O)Nc3cccc(C)c3)n2)cc1	-1	7	2.1	0	97	1	0	1	-2
CC(C)CNC(=O)c1ccccc1NC(=O)CCSc1ccccc1	4	-3	-0.3	3	88	-4	0	0	-5
Cc1ccc(Cl)cc1N1CCN(S(=O)(=O)c2c(C)nc3scc(C)n3c2=O)CC1	-1	7	0.1	-1	103	11	0	-1	-4
O=C(NC1CCCCC1)C(c1cc2c(cc1[N+](=O)[O-])OCO2)N1CCCCC1 (configuration not stated)	-2	-5	-1.3	-3	96	5	-2	4	3
Cc1noc(C)c1COc1ccc(CC(=O)NCc2ccccc2)cc1	-5	x	0.1	1	102	-2	-12	-1	-3
O=C(COc1ccc(C(=O)c2ccccc2)cc1)NCc1ccc(F)cc1	-5	-16	1.3	-1	99	6	-8	0	9
COc1ccc(S(=O)(=O)Nc2c(C(=O)O)[nH]c3ccccc23)c(OC)c1	-2	0	0.7	-3	95	-1	-4	0	5
CCc1oc(C(=O)OC)cc1CSC(=N)N	-1	0	-0.1	-3	i	-2	-4	0	8
COCCn1c(SCC(=O)Nc2ccc(N3CCOCC3)cc2)nc2ccccc21	-1	10	2.1	-3	110	-5	2	-2	6
CCOc1ccccc1NC(=O)C1CCN(C(=O)Cc2ccccc2)CC1	5	-11	2.5	-9	112	2	-3	2	-2
COc1ccc(N(CC(=O)NC2CCCC2)C(=O)Cn2nnc(-c3ccc(OC)c(OC)c3)n2)cc1	1	5	0.7	-3	104	1	0	1	-16
CCCC(=O)N1CCN(Cc2ccc3c(c2)OCO3)CC1	-1	-1	0.3	-1	99	-9	-4	0	-4
CCOC(=O)c1[nH]c2ccc(OC)cc2c1NC(=O)N1CCOCC1	-2	-7	0.4	0	100	-2	-2	3	-9
Cc1cc(-c2csc(NC(=O)c3ccc(S(=O)(=O)N(C)C)cc3)n2)c(C)n1-c1ccccc1	10	-14	-0.6	8	103	42	6	2	-1
Cc1ccc(C(=O)Nc2c(-c3cccs3)nc3cc(C)ccn23)cc1	0	1	2.4	-4	121	-2	10	2	-4
COC(=O)c1ccccc1NC(=O)COc1ccc2c(c1)OCO2	2	-17	-2.1	5	108	0	20	-3	-5
COc1cc(C(=O)NC(CCSC)C(=O)OCC(=O)C(C)(C)C)cc(OC)c1OC (configuration not stated)	1	-10	2.2	-2	79	-1	-3	2	0
CC(C)(C)c1ccc(C(=O)Nc2ccc(Cl)cc2)cc1	-3	-12	1.4	-1	99	2	-18	-4	-3
CCO[C@H]1OC(C(N)=O)=C[C@@H](C(C)(C)C)[C@@H]1CCCO	-1	7	2.1	-3	98	-14	-3	1	4
CC(=O)C1=C(O)C(=O)N(CO)C1c1ccccc1F (configuration not stated)	0	-8	0.0	-4	89	-8	2	1	-5
Cc1ccc(S(=O)(=O)N(C)c2ccc(C(=O)NCc3cccnc3)cc2)cc1	4	0	3.5	-3	112	5	2	-2	-8
CC(=O)Oc1ccc(C(=O)Nc2ccccc2C(=O)N2CCCCC2)cc1	1	-5	0.3	-7	96	3	3	1	19
CC(=O)Nc1cccc(NC(=O)CSc2ccc(-c3cccnc3)nn2)c1	1	3	-1.8	-4	99	-3	-7	-5	-5
CNS(=O)(=O)c1cccc(C(=O)OCC(=O)c2ccc(S(=O)(=O)N3CCCCC3)cc2)c1	1	-1	1.0	3	106	39	-4	0	-13
O=C(c1ccccc1)c1c[nH]c(C(=O)NCCCN2CCOCC2)c1	0	0	-1.3	-6	105	4	0	-3	-5
CCC1(O)CC(C(=O)OC)=NN1C(=O)c1ccccc1 (configuration not stated)	2	-2	2.2	1	91	-4	-6	-2	2
COc1cccc(-c2nc(CS(=O)(=O)CC(=O)NCCc3cc(OC)ccc3OC)c(C)o2)c1	-2	7	2.5	5	126	1	-9	-2	-8
O=C(COC(=O)c1cccc(Cl)c1)Nc1cc(Cl)ccc1Oc1ccccc1	-1	-9	-0.5	9	116	2	-4	-7	0
